# CHO-K1 Ca antag: nonselective inhibitor or artifact in parental CHO-K1 cells | inhibition, % at 3 µM | ATP-induced calcium, Fluo-8 fluorescence | actives 0.6% (n = 360,000);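 active means inhibition above a per-plate cutoff, the plate's mean sample inhibition plus 3 SD, cut at about 24% in these data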;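 further: 0% = DMSO plus EC80 ATP and 100% = DMSO alone without ATP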
# GPR7 antagonist: human neuropeptides B/W receptor 1 antagonism; inhibition, % at 4.4 µM; AID 1861; GPR7-expressing cells, fluorescence antagonist assay; P48145; actives 1.1% (n = 290,000); in the data active means inhibition above about 16%, passing the limit was not always enough;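 further: cells stimulated with the agonist NPW; 0% = agonist with vehicle and 100% = vehicle without agonist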
# OXTR potentiator: potentiators of human oxytocin receptor | CHO-OTR cells, Fluo-8 calcium fluorescence, potentiator mode; 0% = oxytocin EC15, 100% = EC100 | P30559 | activation, % at 3 µM | AID 2445 | actives 0.061% (n = 320,000);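 active means activation above that plate's cutoff, the mean activation of tested compounds plus 3 SD, cut at about 6.6% in these data, passing the limit was not always enough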;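 further: 100% uses oxytocin at 75 nM as the full agonist control; some results filed as inactive read as strong as hits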
# Target sequence (P30559 whole entry, looked up): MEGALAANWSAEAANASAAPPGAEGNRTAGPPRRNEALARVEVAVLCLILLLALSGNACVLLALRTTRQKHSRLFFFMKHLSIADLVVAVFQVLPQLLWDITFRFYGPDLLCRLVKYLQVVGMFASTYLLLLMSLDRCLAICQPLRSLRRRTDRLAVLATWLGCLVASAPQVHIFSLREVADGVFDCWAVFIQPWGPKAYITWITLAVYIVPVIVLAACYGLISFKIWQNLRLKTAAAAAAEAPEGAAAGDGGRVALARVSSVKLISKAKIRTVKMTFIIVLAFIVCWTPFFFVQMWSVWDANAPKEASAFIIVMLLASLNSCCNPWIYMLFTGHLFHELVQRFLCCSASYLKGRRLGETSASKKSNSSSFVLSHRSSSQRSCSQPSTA
#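 Assay system: CHO cell line stably expressing human OTR. Reagent: EC15 oxytocin agonist. Dosing: single dose, 3.0 µM nominal final compound concentration. Timing: compound 6 min at room temperature before oxytocin, 100 s read. Signal: kinetic Fluo-8 calcium fluorescence. Controls: oxytocin EC15 low and EC100 high.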
# V1R ag counter: counter-screen for oxytocin receptor agonists: human V1a receptor agonists. P37288. actives 0.25% (n = 320,000). CHO-V1R cells, Fluo-8 calcium fluorescence, agonist mode; 0% DMSO, 100% 3 nM vasopressin. activation, % at 3 µM;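 active means activation above the mean activation of all tested compounds plus 3 SD, per screening run, cut at about 20% in these data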;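 further: signal is peak over basal fluorescence ratio across a 100 second FLIPR read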
# CHO-K1 Ca ag: nonselective activator or artifact in parental CHO-K1 cells. Fluo-8 calcium fluorescence; scaled to maximal ATP response, vehicle zero. activation, % at 3 µM. actives 0.48% (n = 360,000); in the data active means activation above about 15%;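 further: untransfected CHO-K1 host cells lacking M1 receptor as counterscreen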
# CHO-K1 Ca PAM: M1 PAM counterscreen hit in parental CHO-K1 cells. activation, % at 3 µM. actives 0.02% (n = 360,000). ATP EC20, Fluo-8 calcium fluorescence; 0% at ATP EC20, 100% at ATP max;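 active means activation above the run cutoff, the mean activation of all test compounds plus 3 SD, cut at about 40% in these data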;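 further: peak over basal fluorescence ratio in a 140 s read after ATP addition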
# OXTR agonist: activates the human oxytocin receptor; P30559; CHO-OTR cells, Fluo-8 calcium fluorescence; normalized: DMSO 0%, oxytocin 100%; activation, % at 3 µM; actives 0.32% (n = 320,000);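 active means activation above the mean of all tested compounds plus 3 SD, cutoff set per screening run, cut at about 20% in these data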;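 further: peak over basal fluorescence ratio from a 100 s FLIPR kinetic read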
# CHO parental Ca: counter-screen for OX1R antagonists: effect in parental CHO cells | parental CHO-K1, ATP-induced calcium, Fluo-8 fluorescence | inhibition, % at 5.6 µM | actives 0.63% (n = 330,000) | AID 463079;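 active means inhibition above that plate's mean sample inhibition plus 3 SD, cut at about 26% in these data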;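 further: 0% = ATP-challenged DMSO wells and 100% = DMSO wells without ATP; some compounds past the cut are filed as inactive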
#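 Test system: parental CHO cells; detection: calcium-sensitive Fluo-8 fluorescence; evaluation: percent inhibition of calcium signal; also added: ATP as calcium-mobilizing challenge; repeats: one well per compound; control set: ATP-challenged DMSO wells low, unchallenged DMSO wells high; compound: single nominal dose of 5.6 µM per compound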
# TAAR1 antag: antagonists of human TAAR1; inhibition, % at 3 µM; CHO RD-HGA16 TAAR1, Fluo-8 calcium fluorescence, antagonist; AID 624466; actives 1.5% (n = 360,000);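 active means inhibition above a per-plate cutoff, the mean inhibition of test compounds on that plate plus 3 SD, cut at about 49% in these data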;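 further: 0% = DMSO plus EC80 beta-PEA response and 100% = DMSO alone without agonist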
# Target sequence (Q96RJ0 whole entry, looked up): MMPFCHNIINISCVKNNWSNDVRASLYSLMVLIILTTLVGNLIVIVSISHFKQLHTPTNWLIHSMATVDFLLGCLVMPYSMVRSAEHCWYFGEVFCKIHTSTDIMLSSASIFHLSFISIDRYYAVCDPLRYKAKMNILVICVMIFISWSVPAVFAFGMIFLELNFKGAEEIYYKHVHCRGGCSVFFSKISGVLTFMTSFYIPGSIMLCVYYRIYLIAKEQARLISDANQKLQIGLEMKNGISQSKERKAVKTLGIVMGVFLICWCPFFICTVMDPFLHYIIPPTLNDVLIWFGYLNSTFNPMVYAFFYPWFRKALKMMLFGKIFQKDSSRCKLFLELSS
#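 System: RD-HGA16 CHO cells with stable hTAAR1 and Gα16 | Probe or stimulus: EC80 β-phenethylamine stimulus | Dosing: 3 µM, single point | Times: Dye loading 75 min at 37 °C, then 30 min room temperature | Measured by: Fluo-8 calcium-sensitive fluorescence | Read-out basis: % inhibition of agonist calcium response | Replicates: n of 1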
# Active calls of the source: *; / = not tested or not shown.
SMILES,CHO-K1 Ca antag,GPR7 antagonist,OXTR potentiator,V1R ag counter,CHO-K1 Ca ag,CHO-K1 Ca PAM,OXTR agonist,CHO parental Ca,TAAR1 antag
C/C(=C\COc1cc(=O)[nH]c2ccccc12)CCC(O)C(C)(C)O (stereo unspecified),-11,-19,2,-0.6,0.6,0,-0.1,-11,-15
N/C(=N\OS(=O)(=O)c1cccc([N+](=O)[O-])c1)c1ccncc1,-6,-8,-4,0.1,0.3,16,0.7,-4,-1
COc1ccc(CC(=O)N[C@@H]2c3ccccc3CC[C@H]2OCc2ccccc2)cc1,-1,/,/,/,1.0,9,/,-23,13
Nc1nc2c(ncn2C2CCCC2)c(=O)[nH]1,-8,/,/,/,0.6,14,/,/,-1
CCOc1cc2c(cc1O)C(=NO)CC1C2CCC2(C)C(O)CCC12 (stereo unspecified),-8,/,/,/,3.5,-4,/,/,48
CCCCNC(=O)C1CC(c2ccc(C(F)(F)F)cc2)=NO1 (stereo unspecified),-14,/,-10,9.7,3.8,1,5.9,-2,-11
COc1ccc(CNCCSc2nnnn2C)cc1OC,-13,0,1,0.0,1.8,20,1.0,-6,12
Cc1ccc(S(=O)(=O)CCC(=O)OCC(=O)N2CC(=O)Nc3ccccc32)cc1,2,2,-5,-0.3,0.1,6,-0.9,-7,10
COc1ccc(C(=O)c2ccccc2)c(OCC(=O)N(C)C)c1,-6,-5,-13,0.6,0.8,23,-0.2,3,11
COc1ccc(-n2nc3c(c2NC(=O)COc2ccccc2OC)CS(=O)(=O)C3)cc1,-2,/,/,/,1.9,1,/,/,0
CCC(C)[C@H](NC(=O)NC1CCCc2ccccc21)C(=O)O (stereo partly specified),19,-2,-1,1.0,-0.7,-8,-0.5,-13,0
Cc1cccc(NC(=O)CC2C(=O)NCCN2C(=O)Nc2ccc(Cl)cc2)c1 (stereo unspecified),-4,21*,/,/,1.6,1,/,/,31
COc1ccc(Nc2ccc(N3C(=O)CC(C)C3=O)cc2[N+](=O)[O-])cc1OC (stereo unspecified),-9,-6,1,-0.6,1.2,22,0.1,-15,-11
Cc1ccc(-c2nn(CCC#N)cc2C=C(C#N)C#N)cc1,-12,-10,-7,-0.5,-0.4,10,-1.2,-14,-13
CCOC(=O)CSc1nc(C2CC2)cc(-c2ccc(Cl)cc2)c1C#N,-1,-2,-7,1.6,0.3,17,0.5,-15,-3
CCOc1ccc(S(=O)(=O)N(CC(=O)Nc2cc(C)on2)Cc2ccccc2Cl)cc1,-14,1,-12,0.0,1.9,8,-0.9,-13,-17
CC(C)CC(COCc1cccc(Cl)c1)N1CCN(C(=O)c2ccc(C(F)(F)F)cc2)CCC1=O (stereo unspecified),-19,14,-11,-0.4,-0.1,8,-2.3,-22,11
CC(=O)c1csc(COc2cc(Cl)cc(Cl)c2)n1,3,-13,0,-0.6,1.4,3,-0.7,-8,-31
Cc1ccc(Cl)cc1NC(=O)Cn1cccc1,2,-8,2,-0.1,0.2,5,-1.2,-9,21
COC(=O)c1ccc(CSc2cc(C)c3cccc(C)c3n2)o1,8,5,-2,1.5,2.6,-12,0.7,8,-23
CCC(=O)c1c[nH]c(C(=O)NCc2ccco2)c1,-14,23,2,0.7,1.2,18,-0.4,4,0
Cc1cc(=O)oc2cc(OCC(=O)NCCc3nc4ccccc4[nH]3)ccc12,-12,-7,1,0.6,0.2,5,0.7,0,3
O=C(c1ccccc1)N1CCN(S(=O)(=O)N2CCOCC2)CC1,3,-20,14*,1.2,0.3,1,2.0,0,0
CCC(C)NC(=O)CSc1ncccc1C(=O)O (stereo unspecified),-20,10,3,0.6,6.3,14,0.9,2,14
Cc1ccoc1C(=O)Nc1cccc2ccccc12,-2,4,/,/,0.0,-9,/,/,-37
COc1cc([N+](=O)[O-])ccc1NC(=O)CSc1n[nH]c(C(C)C)n1,-13,-1,1,2.8,1.4,13,4.7,-12,-22
CC1S/C(=N/N=C/c2ccco2)N(Cc2ccc(F)cc2)C1=O (stereo unspecified),0,-11,-4,0.2,0.5,0,-2.4,-32,8
COc1ccccc1NC(=O)c1nnn(CC(=O)Nc2cc(C)cc(C)c2)c1N,4,-2,-3,0.5,1.5,-24,1.1,-9,-27
O=C(CSc1c[nH]c2ccccc12)N1CCCc2ccccc21,-5,6,-5,-0.3,4.2,29,0.3,-3,1
COc1ccccc1C(=O)NCCC(=O)Nc1cccc(C)n1,4,-2,-3,0.7,1.0,-4,0.5,-5,-13
Nc1nc(-c2ccco2)nn1C(=O)c1cccnc1,-14,5,-7,-0.3,0.2,4,0.0,-2,0
Cc1ccc(C(=O)N/C(=C\c2ccc(-c3ccc([N+](=O)[O-])cc3)o2)C(=O)NC2CCS(=O)(=O)C2)cc1 (stereo unspecified),-1,-9,-7,1.7,5.5,23,1.2,-12,16
Cc1nc2cc(Cl)c(Cl)cc2n1-c1ccccn1,0,/,-10,-0.9,0.3,-15,-1.3,-7,10
CC1=CC(=O)C2=C(C)CCC3C(C)C(=O)OC3C12 (stereo unspecified),-10,/,/,/,0.3,21,/,/,-22
COc1ccc(N2C(=O)C(Cl)=C(Nc3c(C)n(C)n(-c4ccccc4)c3=O)C2=O)cc1,0,3,-2,0.8,1.6,8,-0.3,-5,-35
Cc1ccc(S(=O)(=O)NCC(=O)OC(C)C(=O)Nc2ncc(Cl)cc2Cl)cc1 (stereo unspecified),-8,-8,2,0.1,0.1,2,-1.3,-13,-16
Cc1cccc(N(C)S(=O)(=O)c2ccc3c(c2)CCC(=O)N3)c1,-15,-4,-2,0.7,1.0,15,0.7,-3,-1
CCN(CC)CCSc1nc(O)c(-c2ccccc2)c(=O)[nH]1,6,-2,-2,1.2,0.3,0,1.1,-5,2
Cc1ccc(C)n1-c1sc2c(c1C#N)CCCC2,-9,-10,-5,-0.5,-0.5,7,-1.8,2,14
O=C(COc1cccc(F)c1)Nc1nc(-c2cccnc2)cs1,-12,/,-7,-0.5,1.6,7,2.0,-4,38
COc1ccc(-n2nc(C(=O)NCC(=O)N3CCN(c4ccccc4)CC3)c3ccccc3c2=O)cc1OC,-14,-11,-12,-0.3,5.8,-17,-1.9,-20,36
CCOC(=O)c1c(NC(=O)c2cccs2)sc2c1CCN(C(=O)OCC)C2,-1,-11,-5,0.1,1.5,15,-1.1,-40,3
O=S(=O)(Nc1ccc(-c2nc3cccnc3s2)cc1)c1ccccc1F,-8,-4,5,2.7,2.8,10,1.4,-18,25
Cc1ccccc1Nc1nc(Nc2ccccc2C)nc(SC2=NCCS2)n1,3,-17,-4,-0.6,-0.3,5,-1.3,-23,-28
COc1cc(Br)c(CC2c3cc(OC)c(OC)cc3CCN2C)cc1OC (stereo unspecified),-7,/,/,/,-0.2,-1,/,/,9
O=C(Nc1ccccc1)NC1CCCc2ccccc21 (stereo unspecified),-11,-9,-1,0.6,3.1,1,-2.9,-16,-4
CCOc1ccc(N(CC(=O)O)S(=O)(=O)c2ccc(F)cc2)cc1,5,3,-9,0.2,0.0,-1,-0.3,-6,-8
O=C(Nc1cccc2c(=O)[nH][nH]c(=O)c12)c1ccc([N+](=O)[O-])cc1,0,/,/,/,0.1,8,/,/,-11
CCN1C(=O)C(=O)N(CC(=O)Nc2ccccc2Oc2ccccc2)C1=O,-4,-4,-11,0.5,0.4,10,0.1,-16,-2
O=C(OCCN1CCCCC1)c1c[nH]c2ccccc12,-1,/,-2,1.3,0.2,17,2.8,-11,-15
O=c1[nH]c(COc2ccc(Cl)cc2Cl)nc2ccccc12,5,-21,-5,-0.1,0.2,-7,-1.5,-6,-5
COc1cc(C2C(C#N)=C(N)Oc3n[nH]c(-c4cccs4)c32)cc(OC)c1O (stereo unspecified),-16,-14,0,1.3,1.3,6,1.1,-8,-16

# Ordered by SMILES length (ascending): some entries from above.
SMILES,CHO-K1 Ca antag,GPR7 antagonist,OXTR potentiator,V1R ag counter,CHO-K1 Ca ag,CHO-K1 Ca PAM,OXTR agonist,CHO parental Ca,TAAR1 antag
O=C(Nc1ccccc1)NC1CCCc2ccccc21 (stereo unspecified),-11,-9,-1,0.6,3.1,1,-2.9,-16,-4
Cc1ccc(C)n1-c1sc2c(c1C#N)CCCC2,-9,-10,-5,-0.5,-0.5,7,-1.8,2,14
O=C(OCCN1CCCCC1)c1c[nH]c2ccccc12,-1,/,-2,1.3,0.2,17,2.8,-11,-15
O=C(COc1cccc(F)c1)Nc1nc(-c2cccnc2)cs1,-12,/,-7,-0.5,1.6,7,2.0,-4,38
CCN(CC)CCSc1nc(O)c(-c2ccccc2)c(=O)[nH]1,6,-2,-2,1.2,0.3,0,1.1,-5,2
Cc1ccccc1Nc1nc(Nc2ccccc2C)nc(SC2=NCCS2)n1,3,-17,-4,-0.6,-0.3,5,-1.3,-23,-28
COc1cc(Br)c(CC2c3cc(OC)c(OC)cc3CCN2C)cc1OC (stereo unspecified),-7,/,/,/,-0.2,-1,/,/,9
O=S(=O)(Nc1ccc(-c2nc3cccnc3s2)cc1)c1ccccc1F,-8,-4,5,2.7,2.8,10,1.4,-18,25
Cc1cccc(N(C)S(=O)(=O)c2ccc3c(c2)CCC(=O)N3)c1,-15,-4,-2,0.7,1.0,15,0.7,-3,-1
CCN1C(=O)C(=O)N(CC(=O)Nc2ccccc2Oc2ccccc2)C1=O,-4,-4,-11,0.5,0.4,10,0.1,-16,-2
CCOC(=O)c1c(NC(=O)c2cccs2)sc2c1CCN(C(=O)OCC)C2,-1,-11,-5,0.1,1.5,15,-1.1,-40,3
COc1cc(C2C(C#N)=C(N)Oc3n[nH]c(-c4cccs4)c32)cc(OC)c1O (stereo unspecified),-16,-14,0,1.3,1.3,6,1.1,-8,-16
COc1ccc(-n2nc(C(=O)NCC(=O)N3CCN(c4ccccc4)CC3)c3ccccc3c2=O)cc1OC,-14,-11,-12,-0.3,5.8,-17,-1.9,-20,36
